# BoNT-A LC inh2 = BoNT/A light chain protease inhibitors, primary screen, biochemical, flow cytometry, MLPCN library; 0.17% of 360,000 active; multiplex microsphere protease substrate cleavage; AID 588499, 2011; Botulinum neurotoxin type A light chain protease (Clostridium botulinum A str. ATCC 3502); inhibition, % at 10 µM; note: plate controls were buffer without enzyme for full effect and enzyme alone for no effect
# Anthrax LF inh2 = Bacillus anthracis LF protease inhibitors, primary screen, biochemical, multiplex microsphere, MLPCN library | Lethal factor (Bacillus anthracis), P15917 | multiplex microsphere protease cleavage assay | inhibition, % at 10 µM | 0.12% of 360,000 active | AID 588501, 2011; note: plate controls were buffer without enzyme for full effect and enzyme alone for no effect
# PriA SSB inh = inhibitors of Klebsiella pneumoniae PriA binding to SSB C-terminal tail, primary screen, biochemical, AlphaScreen; 0.6% of 430,000 active; inhibition, % at 33 µM; AID 1272365, 2023; PriA–SSB C-terminal tail interaction (Klebsiella pneumoniae); AlphaScreen SSBct-PriA binding, biotinylated peptide; in the data active = inhibition mostly above about 37%, no sharp cut-off; inactive = mostly below about 20%;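 note: plate controls were negative control peptide for no effect and reference peptide for full effect; strong numbers were not always called active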
# Vc quorum ag = inducers of Vibrio cholerae quorum light production without autoinducers, primary screen, BH1578 luxS cqsA deficient, single point. V. cholerae BH1578 lux reporter, luminescence, 6 h. activation, % at 18.7 µM. 0.16% of 350,000 active. AID 588436, 2011; in the data active = activation mostly above about 9.7%, no sharp cut-off; inconclusive = no clear call, values can overlap the other calls; inactive = mostly below about 3.7%; note: not every result past the cut was called active; inactives centre near 0; reference of the scale not given here
# Yp Topo-I inh = Yersinia pestis topoisomerase I inhibitors, primary screen, biochemical, cleavage product accumulation, plate reader, single point | AID 504884, 2011 | 0.064% of 360,000 active | activity, % at 10 µM | Y. pestis Topo-I cleavage product accumulation | DNA topoisomerase I (Yersinia pestis CO92); in the data active = activity above about 50%, passing the limit was not always enough; inconclusive = no clear call, values can overlap the other calls; note: inactives centre near 2
# TcdB inh = TcdB glycohydrolase inhibitors, primary screen, biochemical, single point, plate reader | TcdB glycohydrolase enzymatic assay | inhibition, % at 9.99 µM | 0.24% of 350,000 active | AID 652162, 2013; in the data active = inhibition above about 10%
# PrPC TRFRET = inhibitors of human cell surface prion protein PrPC, primary screen, cell-based, TR-FRET | inhibition, % at 13.8 µM | 0.43% of 370,000 active | TR-FRET read-out | Major prion protein (Homo sapiens), P04156 | AID 720596, 2013; in the data active = inhibition above about 24%; note: 0% = median of the test wells and 100% = reference compound wells
# SARS 3CLpro inh = SARS-CoV 3CLpro protease inhibitors, primary screen, biochemical, quenched FRET; recombinant SARS-CoV 3CLpro, quenched FRET peptide cleavage; inhibition, % at 6 µM; 0.14% of 290,000 active; AID 1706, 2009; in the data active = inhibition above about 12%
# PfHsp40 yeast = rescue of yeast from PfHsp40 toxicity, primary screen, S. cerevisiae, ATP luminescence; 0.68% of 340,000 active; S. cerevisiae expressing PfHsp40, growth rescue; growth rescue, % at 12.5 µM; in the data active = growth rescue above about 28%, passing the limit was not always enough; inconclusive = no clear call, values can overlap the other calls;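 note: yeast W303a lacking pdr1 and pdr3 grown in galactose medium; growth measured after three days at 30 °C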
# * marks the source's active call; other numbers are inactive results; i = inactive; ? = inconclusive; . = not tested or not shown; & = joins results of further samples. Cut-off read from the data, not from the text of the source, unless noted: active = inhibition above about 30%; inconclusive = no clear call, values can overlap the other calls; inactive = below that. These rows are one share of the data; the hit share may differ from the screen's.
no.	SMILES	BoNT-A LC inh2	Anthrax LF inh2	PriA SSB inh	Vc quorum ag	Yp Topo-I inh	TcdB inh	PrPC TRFRET	SARS 3CLpro inh	PfHsp40 yeast
1	Cc1cc(C)n2nc(C(=O)OCC(=O)N(C)C3CCCCC3)nc2n1	2.6	-3	-13	-1.4	3	2.9	0	.	0.0
2	CCc1nnc(SCC(=O)Nc2nc(C)c(C(=O)N(C)C)s2)n1CC	-1.6	0	-20	i	5	-2.3	-3	2	-0.7
3	CCC(C)(C)n1nnnc1C(c1cc2cc(C)ccc2[nH]c1=O)N1CCCC1 (stereo not given)	?	-9	-18	i	20	.	9	-2	0.9
4	CO/N=C/c1cccn1-c1nccc(N(C)C)c1C#N	0.0	2	.	0.2	-10	1.9	-7	1	-0.8
5	CC(C)CC(=O)N1CCN(c2ccc(NC(=O)c3ccco3)cc2)CC1	0.3	-4	-1	7.7	-6	1.6	7	-2	-0.5
6	COC(CCN(C)C)(c1ccccc1)c1ccccc1	-0.2	1	-5	-0.5	-4	0.7	1	-4	-0.6
7	CCCCNC(=O)CCCn1c(=S)[nH]c2cc3c(cc2c1=O)OCO3	?	-3	-1	-1.4	3	.	7	1	0.9
8	CCOc1cc(S(=O)(=O)n2nc(C)cc2C)ccc1Br	0.7	3	-8	-0.2	2	0.0	2	4	-1.0
9	COc1ccccc1NC(=S)N(CCCN1CCOCC1)Cc1ccccn1	-0.1	-2	11	-0.2	-6	.	9	3	-1.3
10	NC(=S)NC(=O)c1ccccc1	-1.7	-4	-2	-5.6	1	1.2	11	1	0.4
11	Cc1cc(S(=O)(=O)N2CCCC2)ccc1OCC(=O)Nc1ccccc1	1.0	0	3	i	5	2.4	6	-4	-1.7
12	Cc1ccc(C(CNS(=O)(=O)c2ccc([N+](=O)[O-])cc2)N2CCN(C)CC2)cc1 (stereo not given)	4.0	2	-9	i	4	-3.2	-42	.	-1.0
13	N#Cc1ccsc1NC(=O)COC(=O)c1cc2ccccc2cc1O	-0.2	3	6	-0.2	1	.	-3	-6	0.5
14	COc1ccc(CN([C@H](CO)CC(C)C)S(=O)(=O)N(Cc2ccccc2)[C@H](CO)CC(C)C)cc1	0.4	0	4	-7.1	-2	-3.8	18	.	11
15	CCOC(=O)c1nsnc1NCCSC(=N)N	0.3	-1	-11	1.1	-4	0.4	-14	-1	-0.9
16	COc1ccc(-c2c(-c3ccccc3)n(C)c3ccccc23)cc1	0.1	-10	2	-1.6	-5	1.3	2	.	0.1
17	CC/C(=N/N=C(\CC)c1ccccc1)c1ccccc1	-0.2	-1	.	-0.2	9	0.3	-6	-3	-0.7
18	CC12CC(NC(=O)N1CCc1ccccc1)c1cc(Cl)ccc1O2 (stereo not given)	0.4	-1	-2&10	0.1	18	.	-3	7	0.0
19	Cc1nn(Cc2ccc(Cl)c(Cl)c2)c(C)c1NC(=O)c1sc2ccccc2c1Cl	1.5	-4	-7	.	4	.	5	1	0.9
20	Cc1cccc(Oc2cnn(C(C)(C)C)c(=O)c2Cl)c1	-1.7	-4	-40	-0.2	14	.	0	1	3.2
21	C1=C(c2cn(-c3nc4ccccc4s3)nn2)CCCC1	1.0	-2	.	.	.	1.1	2	.	.
22	O=C1CC(C(F)(F)C(F)(F)C(F)(F)C(F)(F)F)=Nc2ccccc2N1	-0.3	-2	-6	-6.7	-13	.	3	-2	3.2
23	CCCCNS(=O)(=O)c1ccc2nc(-c3cccnc3)cc(C(=O)NC(C)C)c2c1	-0.1	-3	-18	-0.2	4	0.5	-5	-2	-1.1
24	Cn1c2ccccc2c(=O)c2c(O)cccc21	-2.0	-7	-6	-0.6	3	0.4	0	5	0.5
25	O=C(Cn1c(Cn2c(-c3cnccn3)nc3ccccc32)nc2ccccc21)c1ccc(OC(F)(F)F)cc1	-0.2	0	.	.	.	0.8	-6	.	.
26	CN(N)C(=S)Nc1ccc(Cl)cc1	0.0	-6	-2	i	-1	-9.2	-1	0	-0.2
27	CC(C)Sc1nnc(NC(=O)C2CC2)s1	-0.7	-3	-7	-0.3	-3	2.1	8	.	1.0
28	Cc1cccnc1NC(=O)c1cccc(S(=O)(=O)NCc2ccccc2)c1	-5.5	8	3	i	8	0.2	-4	.	-1.4
29	COc1ccc2c(c1)c1ncn(CCN3CCCC3)c(=O)c1n2C	-2.2	-1	-2	-13	3	.	0	-5	0.6
30	C=CCOc1ccc(/C=N/NC(=O)CN2CCCCC2)cc1OC	1.2	-10	.	0.7	0	2.2	-9	1	0.3
31	CC1O[C@@H](OC2C(COC3OC(CO)C(O)[C@H](O)C3O)OC(OC3CC[C@]4(C)C(CC[C@@]5(C)[C@@H]4CC=C4[C@@H]6CC(C)(C)CC[C@]6(CO)C(O)C[C@]45C)C3(C)C)C(O)C2O)C(O)C(O)C1O (stereo not given in full)	0.0	-3	2	-0.5	14	1.3	-4	.	-0.6
32	COc1ccc(NC(=O)CSCC(=O)Nc2nnc(C3CC3)s2)cc1	2.7	-4	12	-2.9	7	-0.2	-6	.	-1.0
33	Cc1ccc(Nc2cc(=O)n(C)c(=O)[nH]2)cc1C	0.3	3	.	-0.8	6	0.8	-3	.	.
34	Cc1cc(C)c2c(c1)CC(C)(C)CC2=O	0.0	8	3	0.1	-1	-3.9	9	.	-1.0
35	CN1CCN(C(=O)C2CCCN(S(=O)(=O)c3ccccc3)C2)CC1 (stereo not given)	-1.0	5	-7	i	-11	2.3	-5	1	0.2
36	O=C(CC1S/C(=N/N=C/c2c[nH]c3ccccc23)NC1=O)Nc1ccccc1 (stereo not given)	0.0	0	.	i	-13	0.1	-7	5	0.2
37	O=C(NCCN1CCOCC1)Nc1ccc(Cl)cc1Cl	?	0	-5	i	-6	.	5	1	0.2
38	CSc1ncccc1C(=O)Nc1nc2ccc(S(C)(=O)=O)cc2s1	-0.6	-6	-18	-0.2	0	0.1	13	6	0.2
39	CC(=O)Oc1cccc(C2C3=C(CC(C)(C)CC3=O)Nc3ccccc3N2C(C)=O)c1 (stereo not given)	1.5	3	-16	i	-1	3.1	4	9	-0.6
40	CCOc1cc(NCCN2CCOCC2)c([N+](=O)[O-])cc1OCC	0.5	-13	-8	-0.2	-2	1.4	-26	-2	0.4
41	O=C(NN=C1CCCC1)C(=O)Nc1cccc(C(F)(F)F)c1	-0.4	-1	-7	i	-6	.	-3	7	-0.6
42	O=C(/C=C/c1ccccc1)NC(=S)Nc1ccccc1	3.7	10	-16	-0.9	2	0.2	-1	1	102*
43	CCOC(=O)Nc1ccc(S(=O)(=O)NCc2ccccc2)cc1	-1.5	-2	-2	i	4	0.8	11	1	-0.8
44	Cc1ccc(C(=O)O)cc1NC(=S)NCCc1ccccc1	5.6	-2	-24	1.7	13	-1.4	0	2	0.5
45	CCCC1(CCC)C(=O)NC(=NCCc2ccc(OC)c(OC)c2)NC1=O	-0.6	-1	-8	-0.5	-6	-0.1	-8	3	-1.1
46	COc1ccc(OCC(=O)Nc2cc(C)c(Cl)cc2OC)c([N+](=O)[O-])c1	0.5	-1	5	0.9	-4	.	-5	4	0.4
47	CC1(C(=O)Nc2ccc3c(c2)OCO3)CCN1C(=O)Cc1ccc(-c2ccccc2)cc1 (stereo not given)	-0.3	-7	.	-0.6	19	1.0	16	.	.
48	Cc1cc(N2CCN(C)CC2)nc2ccc(NC(=O)CCC(=O)NCCc3ccc(Cl)cc3)cc12	-2.8	0	6	i	0	0.0	0	-5	0.4
49	COc1cc(/C=C2\SC(=S)N(c3cccnc3)C2=O)ccc1O	-0.7	-8	1	i	-7	1.0	3	6	-2.8
50	O=C(Nc1cccc([N+](=O)[O-])c1)NC1CCCCCCC1	1.5	0	-5	-0.9	1	1.2	-6	0	2.5
51	O=S(=O)(c1ccc(OCC(O)CN2CCN(c3ccccc3)CC2)cc1)N1CCOCC1 (stereo not given)	1.1	-9	-10	-7.7	-9	.	8	1	1.6
52	Cc1cc(NC(=O)c2cc([N+](=O)[O-])cc([N+](=O)[O-])c2)n(-c2ccccc2)n1	-0.3	1	-12	-0.4	-14	.	-16	0	-1.7
53	COc1ccc(NC(=O)Cn2c(=O)cnc3ccccc32)cc1S(=O)(=O)N1CCCCC1	-0.2	-2	-4	i	7	1.0	3	.	0.1
54	O=C(COc1ccc([N+](=O)[O-])cc1)N1CCc2ccccc2C1	3.9	-3	-1	-0.5	-1	-0.5	-14	-1	0.7
55	CC(C)Nc1nc(NC(C)C)nc(Oc2ccc(=O)n(C)n2)n1	0.3	-2	-11	-0.6	-10	0.3	1	-4	-0.9
56	COCCNC(=O)C1CCCN(C(=O)c2ccc(OC)c(F)c2)CC1 (stereo not given)	-0.1	-2	.	-0.3	9	-2.2	3	.	.
57	COc1ccccc1C(=O)NC(=O)COC(=O)c1ccc(NC(=O)CC#N)cc1	0.3	8	1	i	3	1.2	-7	.	3.1
58	COc1ccc(OCc2cc(C(=O)NC(C)c3cnn(C)c3)no2)c(Cl)c1 (stereo not given)	-0.1	1	6	i	19	-1.4	0	-3	0.1
59	O=C(NC1CCCC1)C1CCN(S(=O)(=O)c2ccccc2)CC1	2.6	-7	-6	-0.3	6	0.4	-10	4	-1.5
60	O=C(Cn1nc(Cc2cccnc2)c2ccccc2c1=O)NCc1ccc(F)cc1	0.6	-4	-3	i	7	0.0	0	-9	1.8

# More records.
no.	SMILES	BoNT-A LC inh2	Anthrax LF inh2	PriA SSB inh	Vc quorum ag	Yp Topo-I inh	TcdB inh	PrPC TRFRET	SARS 3CLpro inh	PfHsp40 yeast
61	CCC(=O)c1ccc(OC(=O)N2CCOCC2)cc1	-3.1	5	1	0.0	-3	1.5	-2	-1	-0.2
62	O=C(NN1C(=O)/C(=C/c2cccnc2)SC1=S)C(c1ccccc1)c1ccccc1	-1.3	-2	8	i	-5	0.9	-3	1	4.0
63	c1ccc(CSc2nnc(-c3ccco3)o2)cc1	.	.	-17	1.0	3	-0.5	6	2	0.0
64	CCOC(=O)C1(Cc2ccccc2C(F)(F)F)CCN(C2CCC2)CC1	-0.4	8	-14	-0.3	-3	-5.7	11	2	-2.7
65	COc1ccc(S(=O)(=O)Nc2cc(SCC(=O)O)c(O)c3ccccc23)cc1	-3.1	-5	-30	i	-13	-0.4	2	10	1.6

# Entries of single compounds from above. Screens in order: BoNT-A LC inh2	Anthrax LF inh2	PriA SSB inh	Vc quorum ag	Yp Topo-I inh	TcdB inh	PrPC TRFRET	SARS 3CLpro inh	PfHsp40 yeast
# Listed for O=C(NN1C(=O)/C(=C/c2cccnc2)SC1=S)C(c1ccccc1)c1ccccc1 : -1.3	-2	8	i	-5	0.9	-3	1	4.0
# Listed for CCC(=O)c1ccc(OC(=O)N2CCOCC2)cc1 : -3.1	5	1	0.0	-3	1.5	-2	-1	-0.2
# Listed for CCOC(=O)C1(Cc2ccccc2C(F)(F)F)CCN(C2CCC2)CC1 : -0.4	8	-14	-0.3	-3	-5.7	11	2	-2.7
# Listed for COc1ccc(S(=O)(=O)Nc2cc(SCC(=O)O)c(O)c3ccccc23)cc1 : -3.1	-5	-30	i	-13	-0.4	2	10	1.6
# Listed for c1ccc(CSc2nnc(-c3ccco3)o2)cc1 : .	.	-17	1.0	3	-0.5	6	2	0.0

# Screening results from PubChem.
